From PubChem BioAssay
hcDAF-12 act = H. contortus DAF-12 nuclear receptor activators, primary screen, cell-based, luminescence, HEK293, lit1-tk-luc reporter; HEK293 hcDAF-12 lit1-tk-luc reporter; 0% DMSO, 100% Δ7-dafachronic acid; activation, % at 6.8 µM; 1.4% of 370,000 active;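 active = activation above the mean of all tested compounds plus 3 SD, cut at about 5.5% in these data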;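 note: 100% = response to 3 µM Δ7-dafachronic acid high control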
GAA850 FXN act = FXN promoter activators, primary screen, cell-based, luciferase luminescence, HEK293 lucGAA850; AID 540364, 2011; HEK293 lucGAA850 FXN promoter luciferase reporter, 24 h; percent of 10 µM SAHA response; 0.56% of 360,000 active; activation, % at 6 µM;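 active = activation above the average of all compounds screened plus 3 SD, cutoff fixed separately per campaign, cut at about 7.5% in these data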;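 note: 0% = DMSO wells and 100% = 10 µM SAHA wells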
NPR2 activator = human GC-B receptor activators, primary screen, HEK293 GC-B cells, cGMP TR-FRET, EC30 CNP | 0% at EC30 CNP, 100% saturating CNP | activation, % at 10 µM | 0.11% of 370,000 active | AID 1920062, 2024;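 active = activation at 10 µM reaching about 35% in either raw or pattern-adjusted values, limit read from the data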
Target sequence (P20594 whole entry, looked up): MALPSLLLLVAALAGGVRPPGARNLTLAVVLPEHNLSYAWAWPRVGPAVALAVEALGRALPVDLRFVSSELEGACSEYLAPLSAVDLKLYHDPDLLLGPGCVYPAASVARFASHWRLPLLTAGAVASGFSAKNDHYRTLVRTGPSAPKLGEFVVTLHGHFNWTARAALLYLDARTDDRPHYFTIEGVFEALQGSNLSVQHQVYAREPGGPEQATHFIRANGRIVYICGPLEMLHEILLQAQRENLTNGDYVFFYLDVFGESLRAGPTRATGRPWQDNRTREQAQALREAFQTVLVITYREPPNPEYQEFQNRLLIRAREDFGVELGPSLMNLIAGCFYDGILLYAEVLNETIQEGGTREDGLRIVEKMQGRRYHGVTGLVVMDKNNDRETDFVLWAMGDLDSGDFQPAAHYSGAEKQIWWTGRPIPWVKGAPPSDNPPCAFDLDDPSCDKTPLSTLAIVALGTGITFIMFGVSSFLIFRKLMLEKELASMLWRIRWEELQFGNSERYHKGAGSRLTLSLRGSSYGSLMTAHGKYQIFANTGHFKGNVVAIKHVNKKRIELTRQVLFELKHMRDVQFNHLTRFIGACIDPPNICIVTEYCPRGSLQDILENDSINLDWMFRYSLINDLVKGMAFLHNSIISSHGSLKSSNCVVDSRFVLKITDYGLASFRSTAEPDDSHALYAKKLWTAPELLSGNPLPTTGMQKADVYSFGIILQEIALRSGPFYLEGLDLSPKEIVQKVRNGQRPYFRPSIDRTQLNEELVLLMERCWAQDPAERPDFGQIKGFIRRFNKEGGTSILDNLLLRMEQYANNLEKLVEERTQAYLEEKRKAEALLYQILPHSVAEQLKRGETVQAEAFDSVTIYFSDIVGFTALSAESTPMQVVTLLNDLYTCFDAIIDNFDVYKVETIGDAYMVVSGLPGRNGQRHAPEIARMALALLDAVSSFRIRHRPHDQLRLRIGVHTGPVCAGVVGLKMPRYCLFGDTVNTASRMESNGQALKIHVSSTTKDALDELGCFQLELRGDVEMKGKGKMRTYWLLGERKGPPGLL
DAX1 inh-1 = DAX1 (NR0B1) inhibitors on StAR promoter, primary screen, cell-based, luminescence, SF-1 (NR5A1), full-length DAX-1. HEK293T StAR-luciferase reporter, SF-1/DAX-1 repression relief. inhibition, % at 6.8 µM. 1.1% of 370,000 active. AID 652010, 2013;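 active = inhibition above the mean over all tested compounds plus 3 SD, cut at about 3.6% in these data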;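 note: 0% = DAX-1 cells with DMSO and 100% = cells lacking DAX-1 with DMSO; higher inhibition means more luminescence from relief of DAX-1 repression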
GC-A act = GC-A stimulated cGMP production enhancers – HEK293 GC-A cells, cGMP TR-FRET, EC30 ANP, primary screen; 0% at EC30 ANP, 100% saturating ANP; activation, % at 10 µM; 0.14% of 370,000 active; in the data active = activation above about 40%
ssDAF-12 act = S. stercoralis DAF-12 nuclear receptor activators, primary screen, cell-based, luminescence, HEK293, GRIP1 co-expression, lit1-tk-luc; HEK293 ssDAF-12/GRIP1 lit1-tk-luc reporter; % of 3 µM dafachronic acid response; activation, % at 6.8 µM; 1% of 370,000 active; AID 652126, 2013;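 active = activation above the mean over all tested compounds plus 3 SD, cut at about 0.9% in these data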;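 note: 0% = DMSO-only wells and 100% = 3 µM delta7-dafachronic acid wells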
hgDAF12 agonist = H. glycines DAF-12 receptor agonists, primary screen, cell-based, luminescence, HEK293, GAL4 fusion, UAS-luciferase | Nuclear hormone receptor DAF-12 (Heterodera glycines), GAL4 fusion | 1.8% of 370,000 active | HEK293 GAL4-hgDAF12 UAS-luciferase reporter, agonist luminescence; normalized to butyrate control | AID 687014, 2013 | activation, % at 6.8 µM;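 active = activation above a cutoff set at the mean of all screened compounds plus 3 SD, cut at about 10% in these data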;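 note: 0% = DMSO wells and 100% = sodium butyrate wells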
KLK7 zymogen act = proKLK7 zymogen activators, primary screen, biochemical, fluorescence intensity; purified proKLK7, EDANS-DABCYL substrate fluorescence; 100% is mature enzyme control, 0% vehicle; AID 652039, 2013; 0.9% of 370,000 active; activation, % at 7 µM;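 active = activation above the mean of all tested compounds plus 3 SD, computed per campaign excluding outliers beyond control limits, cut at about 13% in these data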
SMARCA2 activ = SMARCA2 (BRM) function activators, primary screen, cell-based, luminescence, high throughput | MG213 cells, MMTV-luciferase reporter, dexamethasone, overnight | activation, % at 9.1 µM | 1% of 370,000 active | AID 652017, 2013; in the data active = activation above about 7.8%;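 note: 0% = vehicle wells and 100% = reference activator wells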
sPLA2-III inh = human group III sPLA2 inhibitors, primary screen, biochemical, QFRET, BODIPY PC-A2 liposome substrate; 0.56% of 370,000 active; inhibition, % at 12.2 µM; Group 3 secretory phospholipase A2 (Homo sapiens), Q9NZ20; QFRET BODIPY PC-A2 liposome hydrolysis, fluorescence; AID 743126, 2013;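 active = inhibition above mean plus 3 SD of compounds lying within the high and low control bounds, cut at about 19% in these data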;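 note: 0% = median of test compound wells and 100% = no enzyme DMSO wells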
DAX1 inh-2 = DAX1 (NR0B1) inhibitors, primary screen, cell-based, HEK293, Gal4-DAX1, luciferase luminescence | inhibition, % at 6.75 µM | AID 504766, 2011 | HEK293 Gal4-DAX1 luciferase reporter | 0.99% of 340,000 active | Nuclear receptor subfamily 0 group B member 1 (Homo sapiens), P51843;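 active = inhibition above the mean over all tested compounds plus 3 SD, cut at about 4.2% in these data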;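 note: 0% = DAX1-transfected cells with DMSO and 100% = empty-vector control cells with DMSO; inhibition shows as a rise in luminescence from relieved DAX1 repression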
An asterisk follows results filed as active; . = not tested or not shown.

1) CC(=O)Nc1ccc(NC(=O)c2ccccc2N(C)S(=O)(=O)c2ccccc2)cc1
2) O=C(O)CC(NS(=O)(=O)c1c(F)cc(F)cc1Br)c1ccccc1Cl (stereo unspecified)
3) CC(=O)NC(=S)NNC(=O)c1ccc(Br)cc1
4) CCCSc1nnc(NC(=O)Nc2ccccc2)s1
5) O=C(NC1C(=O)NNC1c1ccc(Cl)cc1)c1ccc(F)cc1 (stereo unspecified)
6) OCC1OC(n2cnc3c(/C=C(\O)c4ccccc4)ncnc32)C(O)C1O (stereo unspecified)
7) NC1C=CC=C(C(=O)O)C1 (stereo unspecified)
8) CC(C)CC(=O)N1CCC(O)(CS(=O)(=O)Cc2ccc(Cl)cc2)CC1
9) CN(C)c1ccc(C=c2c3ccccc3n3c2cc(-c2ccccc2)[n+]3C)cc1
10) Cc1ccc(NC(=O)CN(C)CC(=O)Nc2ccccc2Oc2ccccc2)cc1
assay / compound	1	2	3	4	5	6	7	8	9	10
hcDAF-12 act	-0.1	-0.1	-1.4	0.9	-1.4	1.6	-0.8	-1.6	-4.1	-1.4
GAA850 FXN act	-0.2	-0.3	0.8	5.0	-0.9	-1.0	0.2	0.0	-7.2	0.5
NPR2 activator	4	0	6	5	-3	5	9	-1	-15	2
DAX1 inh-1	0.9	-0.1	-0.4	0.4	0.1	0.6	0.1	-0.9	-5.8	-1.1
GC-A act	1	6	3	5	0	2	6	4	-26	-2
ssDAF-12 act	-2.0	-1.3	-1.4	-1.0	-1.0	-0.6	-0.5	-1.1	-2.5	-1.3
hgDAF12 agonist	-0.4	-1.7	-1.8	2.8	-2.7	8.0	0.7	-0.2	-11	-0.9
KLK7 zymogen act	-0.1	-0.1	-0.4	0.0	0.1	-0.1	0.2	0.0	0.7	0.1
SMARCA2 activ	-2	2	-1	-3	3	8.9*	-2	-2	-11	-1
sPLA2-III inh	10	-7	2	13	-20	-5	13	-2	31*	-5
DAX1 inh-2	-1.3	-0.3	0.7	-0.1	0.3	3.0	-0.8	-0.9	-4.4	0.3

Some values from above.
CC(=O)NC(=S)NNC(=O)c1ccc(Br)cc1 in DAX1 inh-2 has 0.7
O=C(NC1C(=O)NNC1c1ccc(Cl)cc1)c1ccc(F)cc1 (stereo unspecified) in sPLA2-III inh has -20

Continuation:
11) O=C(NCc1cccs1)c1cc(-c2ccccc2)nn1CC1CC(c2cccnc2)=NO1 (stereo unspecified)
12) Cc1noc(C)c1C(=O)Nc1cccc2ncccc12
13) CCc1c(C)[nH]n(-c2nc(-c3ccccc3)cs2)c1=O
14) COc1ccc(OC)c(C(=O)COC(=O)CNC(=O)c2ccccc2)c1
15) COc1ccc(NC(=O)c2ccco2)cc1NC(=O)c1ccc(Br)o1
16) NC(=O)C1CCCN(S(=O)(=O)c2ccccc2)C1 (stereo unspecified)
17) CC1CCCN(C(=O)CCCC(=O)N2CCCC(C)C2)C1 (stereo unspecified)
18) COc1cnc(-c2ccccc2)nc1Oc1ccc(C(C)(C)C)cc1
19) N#CCC(=O)N/N=C/c1ccc(Cl)cc1
20) COc1cccc(OC)c1C(=O)NCCc1ccccc1
assay / compound	11	12	13	14	15	16	17	18	19	20
hcDAF-12 act	0.0	-0.7	-0.7	-1.2	-2.6	1.7	-1.4	-0.8	-0.9	1.4
GAA850 FXN act	0.2	-0.6	0.3	-0.5	0.2	1.0	-0.3	0.0	3.1	1.9
NPR2 activator	2	3	4	0	4	4	0	-5	-8	-2
DAX1 inh-1	-0.6	-0.5	0.8	-0.2	-1.1	-0.4	-0.2	-0.5	0.6	1.1
GC-A act	0	-1	2	0	4	0	4	-5	3	2
ssDAF-12 act	-1.4	-0.3	-1.3	-1.4	-1.7	-1.6	-0.8	-1.8	-1.5	-0.2
hgDAF12 agonist	1.6	1.9	1.1	-1.8	-0.9	-0.5	-0.8	-2.3	-1.4	-0.8
KLK7 zymogen act	-0.1	0.0	-0.3	1.0	0.3	-0.7	-0.1	0.2	0.5	-0.3
SMARCA2 activ	1	-4	3	0	-2	2	2	1	-2	-5
sPLA2-III inh	-3	0	-1	5	1	5	-4	-3	-17	21*
DAX1 inh-2	1.1	-0.3	-0.2	-0.2	-1.7	0.8	0.8	0.0	2.0	2.2

21) Cn1c(=O)cc(N)n(-c2ccccc2)c1=O
22) Cc1ccc(N2C(=O)c3ccccc3NC2(C(=O)O)c2ccccc2)cc1Cl (stereo unspecified)
23) Cc1ccc(C(=O)Nc2ccc(S(=O)(=O)NC3=NCCCCC3)cc2)c(C)c1
24) Cc1csc(N(C(=O)c2cccc(S(=O)(=O)N(C)C)c2)c2ccccc2)n1
25) COc1ccc(C(=O)NC2CCCc3c2cnn3-c2cc(F)cc(F)c2)c(OC)n1 (stereo unspecified)
26) CCNC(=O)C1CCCN(C(=O)Cc2ccc3ccccc3c2)CC1 (stereo unspecified)
27) CCOC(=O)c1cc(C(C)(C)C)n(CCCN2CCOCC2)c1C
28) CCCCCCC(=O)Nc1nc(C)c(-c2csc(Nc3cccc(OC)c3)n2)s1
29) O=C(c1cccc(Cl)c1)N1CCC(C(=O)N2CCN(Cc3ccccc3)CC2)CC1
30) Cc1ccc(NC(=O)c2cnn(-c3ccccc3)c2C)cc1
assay / compound	21	22	23	24	25	26	27	28	29	30
hcDAF-12 act	0.7	9.9*	-1.1	-2.4	-0.3	4.0	-1.1	0.0	-1.5	4.4
GAA850 FXN act	-0.7	4.4	-0.3	-1.6	-2.0	0.9	3.9	-1.2	-0.7	2.1
NPR2 activator	0	5	14	8	-3	6	0	8	-1	3
DAX1 inh-1	1.4	1.9	-0.4	-0.6	0.2	0.4	0.4	-0.5	-3.9	2.0
GC-A act	2	6	10	-1	-5	-3	9	-3	1	0
ssDAF-12 act	-1.4	0.3	-1.0	-1.8	-0.6	-0.6	-1.8	-0.8	-1.5	1.1*
hgDAF12 agonist	-2.6	19*	0.5	-1.9	3.0	2.0	1.1	5.5	-3.4	11*
KLK7 zymogen act	0.0	0.2	0.3	0.3	-0.1	-0.2	-0.2	0.3	0.1	0.5
SMARCA2 activ	-2	2	-2	0	-1	-3	2	3	-2	2
sPLA2-III inh	1	-8	6	-9	1	8	3	-2	-3	-7
DAX1 inh-2	-0.3	4.8*	-1.0	-1.2	0.5	.	-0.8	1.4	-0.8	2.3

31) COc1ccccc1CNC(=O)c1cnc2ccccn2c1=O
32) CCCCN1C(=O)C(CC(=O)NCCN2CCOCC2)CC(C(=O)N2CCCCCC2)=C1C (stereo unspecified)
33) CN1C(=O)/C(=C2\SC(=S)N(CCCCCC(=O)O)C2=O)c2ccccc21
34) COc1ccc(CN2CCCC(C(=O)c3cccc(OC(C)C)c3)C2)cc1Cn1cccn1 (stereo unspecified)
35) COc1cc(C(=O)Nc2cccc(-c3cn4cccnc4n3)c2)cc(OC)c1OC
36) CSCC[C@H](NC(=O)c1cccc([N+](=O)[O-])c1C)c1nc2ccccc2[nH]1
37) COC(=O)C(C(=O)Nc1cccc(C)n1)C1CCCCCC1 (stereo unspecified)
38) CSCCC(NC(=O)C1CCC(C)CC1)C(=O)N1CCN(c2ccccn2)CC1 (stereo unspecified)
39) O=C(O)C1C2CCC(O2)C1C(=O)NCc1ccc(Cl)cc1 (stereo unspecified)
40) CCOC(=O)Cn1c(=O)c(-c2ccccc2NC)nc2ccccc21
41) Cc1cccc(NC(=O)CCNC(=O)c2ccc(Br)cc2)c1
42) CCCNC(=O)COc1ccc2c(=O)c(Oc3ccccc3F)coc2c1
assay / compound	31	32	33	34	35	36	37	38	39	40	41	42
hcDAF-12 act	-2.1	1.8	-0.9	-1.4	-2.5	-0.3	-0.4	-2.3	-0.9	1.6	4.0	-2.4
GAA850 FXN act	0.8	.	-0.9	-2.6	0.2	-1.4	0.3	-0.4	2.5	0.6	0.9	-0.5
NPR2 activator	0	5	5	-12	7	-1	5	5	-2	-1	-6	2
DAX1 inh-1	0.3	0.8	-0.1	-0.3	-2.6	-0.3	-0.5	-0.1	0.1	0.7	-0.1	-0.5
GC-A act	0	1	1	-9	3	-5	3	0	-2	-1	-2	2
ssDAF-12 act	-0.7	-0.2	-1.9	-1.6	-1.8	-1.3	-1.4	-1.7	-1.7	-0.9	-1.2	-0.9
hgDAF12 agonist	-2.8	-0.2	-3.1	0.0	-5.3	-3.8	-2.3	-1.7	2.2	-1.9	3.6	0.0
KLK7 zymogen act	1.6	0.5	0.1	0.0	30*	-0.3	-0.3	-0.1	-0.8	0.7	-0.1	-0.3
SMARCA2 activ	-2	0	-1	-7	-4	-1	-3	1	-2	-2	2	-3
sPLA2-III inh	9	-5	5	-4	2	-4	0	1	0	-1	-5	6
DAX1 inh-2	0.5	.	1.2	-1.0	-1.1	0.7	-0.4	0.1	-0.2	1.6	0.4	-0.1
